# Lipid storage S3: qHTS Assay for Lipid Storage Modulators in Drosophila S3 Cells; Drosophila S3 cells, BODIPY lipid droplet fluorescence, 18-24 h; cells fed with added oleic acid; Potency in µM for hits, for the others lipid storage change, negative = inhibition, % at the top dose, mostly 46.1 µM; actives 0.64% (n = 320,000); AID 2685; active = well fitted inhibition curve with a large enough effect in the signal ratio, with a control signal flat, not every such curve was filed as active; inconclusive = small, poorly fitted or top-dose-only effect, or effect the other way, or a change in a side signal; the % refers to the signal ratio
#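 Laser-scanning cytometry quantifies lipid droplet accumulation (500–530 nm total intensity; droplet/cell object ratio) in oleic acid-fed (400 uM added) Drosophila S3 cells treated with a concentration series. 20 uM Triacsin C defined 100% inhibition.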
# Lipid storage S3 cell count max: also measured in Lipid storage S3; calls as there; cell number change, %; measured here: cell count max response;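 cells counted by Cell Tracker Red CMTPX staining in the red channel; peak over a dose series mostly up to 46.1 µM; percent activity relative to internal control wells on each plate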
# * = called active by the depositor; i = inactive; ? = inconclusive; . = not tested or not shown. % is scaled to controls: 0 for no effect and ±100 for the full control effect; potency is read from the fitted curve at half-maximal effect. This is a subset; rates above refer to the full screens.
no. | molecule | Lipid storage S3 | Lipid storage S3 cell count max
1 | Cc1c(CCC(=O)NCC(=O)O)c(=O)oc2cc3occ(-c4ccccc4)c3cc12 | ? | .
2 | CCn1cnc2cc(NCc3ccc(N(C)C)cc3)ccc21 | 0.0% | 7.1
3 | COc1ccc(C(NC(N)=O)c2ccccc2)cc1 (centres undefined) | -1.4% | 2.7
4 | O=C(c1cc(COc2ccc(F)cc2F)on1)N1CCN(C2CCCC2)C(=O)C1 | ? | .
5 | C=CCN1C(=O)c2ccc(C(=O)N3CCN(S(=O)(=O)c4ccc(C(C)C)cc4)CC3)cc2C1=O | ? | .
6 | O=C(Nc1cccnc1)c1c(F)cccc1F | 5.7% | 19.7
7 | COc1ccc(-n2cnnc2SC(C)c2nc3sc(C)c(C)c3c(=O)[nH]2)cc1 (centres undefined) | 10.7% | 6.9
8 | C/C(CC(=O)Nc1cccc(Cl)c1Cl)=N\NC(=O)C(=O)N1CCCC1 | i | 25.6
9 | Cc1ccc(-c2nnc(SCc3ccccc3F)o2)cc1 | i | .
10 | Cc1cc(OCC(=O)NCc2cccnc2)ccc1[N+](=O)[O-] | ? | .
11 | CC(C)C[C@H](NC(=O)N1CCn2c1nc1ccccc12)C(=O)N[C@@H](C(=O)O)c1ccccc1 | ? | .
12 | Cc1cc(S(=O)(=O)Nc2cccc(C(=O)O)c2)c(C)c(S(=O)(=O)c2ccc(Cl)cc2)c1 | ? | .
13 | CC1CCCCN1C(=O)COc1ccc(F)cc1 (centres undefined) | -2.0% | 1.9
14 | O=C1CCCCN1CC(=O)N1CCCC(Nc2ccc(F)c(F)c2)C1 (centres undefined) | ? | .
15 | CCn1cc(CN2CCN(Cc3ccc(C)o3)C(CCO)C2)c2ccccc21 (centres undefined) | -15.8% | -1.1
16 | COc1ccc(NC(=O)C(CCCCNC(=O)OC(C)(C)C)NC(=O)OCc2ccccc2)cc1 (centres undefined) | -1.8% | -8.4
17 | Cc1cc(C)nc(SCC(=O)c2ccc(F)cc2F)n1 | i | 4.4
18 | COC(=O)c1nnn(-c2nonc2N)c1CSc1nnc(C)s1 | 0.1% | -0.7
19 | O=C1CC(c2ccc(F)cc2)CC2=C1C(c1ccc([N+](=O)[O-])o1)Nc1ccccc1N2 (centres undefined) | -9.0% | -3.6
20 | O=C(c1cccc(NS(=O)(=O)c2ccc(F)cc2)c1)N1CCN(c2ccccc2)CC1 | ? | .
21 | O=C(CC(=O)N/N=C/c1cccs1)NCc1ccccc1 | 4.8% | .
22 | CCCCCN1CN(S(=O)(=O)c2cccs2)c2nc3ccccc3nc21 | 3.8% | 7.6
23 | Cc1nc(N2CCN(C(=O)CCC(=O)O)CC2)c2c(C)c(C)sc2n1 | ? | .
24 | COc1ccc(OCC(O)CNC(=O)/C=C/c2cccc([N+](=O)[O-])c2)cc1 (centres undefined) | ? | .
25 | CC(=O)c1nn(-c2ccccc2)cc1C(=O)c1cccc(Br)c1 | 18.9% | -13.3
26 | COc1cc(OC)c2cc(C(=O)N[C@H](C(=O)N3CCC[C@H]3C(=O)O)C(C)C)n(C)c2c1 | ? | .
27 | CCOc1ccc(NC(=O)Nc2cc(C(C)C)ccc2C)cc1 | ? | .
28 | Cc1cc(=O)oc2cc(OCC(=O)NC(Cc3c[nH]c4ccc(O)cc34)C(=O)O)c(Cl)cc12 (centres undefined) | ? | .
29 | Cc1ccc(S(=O)(=O)N2CCN(C(=O)CSc3ncc(C(F)(F)F)cc3Cl)CC2)cc1 | i | -21.7
30 | O=C(NCc1ccco1)c1ccc(Cn2c(=S)[nH]c3ccccc3c2=O)cc1 | -1.3% | -15.0
31 | O=C(/C=C\Nc1ccc(Br)cc1)c1cccnc1 | ? | .
32 | CC(=O)c1ccc(NC(=S)NN2C(C)CCCC2C)cc1 (centres undefined) | ? | .
33 | C/C(=N\NC(=O)c1ccc(Cl)cc1)c1cccnc1 | ? | .
34 | CC(=O)N1c2ccc(S(=O)(=O)N3CCCCC3)cc2CC1C (centres undefined) | i | .
35 | O=C1c2ccccc2C(O)(Cc2ccccc2)N1C1CCCCC1 (centres undefined) | ? | .
36 | CCN(CC)c1nc(N)n(CCSC(=S)N(C)C)c(=O)n1 | ? | .
37 | Cc1ccc(S(=O)(=O)NCCC(=O)NC2CCN(Cc3ccccc3)CC2)cc1 | 16.2% | .
38 | CCn1c(=O)cc(OCC(=O)NC2CC2)c2ccccc21 | ? | .
39 | COc1ccccc1N1CCN(C(=O)/C=C/c2ccc(C)cc2)CC1 | ? | .
40 | COc1ccc(OC)c(CNC(=O)CCS(=O)(=O)c2ccc3c(c2)oc(=O)n3C)c1 | ? | .

# Structural class, the entries above with an NH in an aromatic ring (three)
no. | molecule | Lipid storage S3 | Lipid storage S3 cell count max
7 | COc1ccc(-n2cnnc2SC(C)c2nc3sc(C)c(C)c3c(=O)[nH]2)cc1 (centres undefined) | 10.7% | 6.9
28 | Cc1cc(=O)oc2cc(OCC(=O)NC(Cc3c[nH]c4ccc(O)cc34)C(=O)O)c(Cl)cc12 (centres undefined) | ? | .
30 | O=C(NCc1ccco1)c1ccc(Cn2c(=S)[nH]c3ccccc3c2=O)cc1 | -1.3% | -15.0

# (next part)
no. | molecule | Lipid storage S3 | Lipid storage S3 cell count max
41 | CCCCCc1nnc(NC(=O)NS(=O)(=O)c2ccc(C)cc2)s1 | ? | .
42 | CC(C)(C)C(=O)/C=C1\NC(=O)CS1 | ? | .
43 | Cc1c(/C=N\NC(=O)C2COc3ccccc3O2)c2ccccc2n1C (centres undefined) | ? | .
44 | COc1ccc2c(c1)c(C(=O)CN1CCC(C(N)=O)CC1)c(C)n2C | 1.8% | -1.7
45 | CCOC(=O)CSc1nnc(Cc2ccccc2)n1Cc1ccco1 | ? | .
46 | C/C(=N\NC(=O)CNc1ccccc1)c1ccccc1 | 11.9% | 14.4
47 | CCN(CC)CCCN(C(=O)Cn1nnc(-c2ccc(OC)c(OC)c2)n1)C(C(=O)NC(C)(C)C)c1ccc(F)cc1 (centres undefined) | -9.1% | -0.8
48 | O=C(CSc1nc2ccccc2o1)Nc1nncs1 | 16.4µM* | 24.7*
49 | Cc1c(CCC(=O)NC2CC2)c(=O)oc2c(C)c(O)ccc12 | ? | .
50 | [N-]=[N+]=N[C@@H](CCN1CC[C@H](NC(=O)OCc2ccccc2)CCC1=O)c1ccccc1 | 0.7% | -14.4
51 | O=S(=O)(NCCSc1ccccc1)c1cccs1 | ? | .
52 | COc1cc(-c2nnc(NC(=O)C3=COCCO3)o2)cc(OC)c1OC | ? | .
53 | CSc1nnc([C@H](C)NC(=O)OC(C)(C)C)o1 | ? | .
54 | COc1ccccc1CNC(=O)CCNS(=O)(=O)c1cccc2nsnc12 | ? | .
55 | CCC(CC)NC(=O)CSc1ccc(S(=O)(=O)N2CCOCC2)cn1 | 1.9% | 23.0
56 | Cc1ccc(S(=O)(=O)N2CCC(N3CCC(C)CC3)CC2)cc1 | ? | .
57 | O=C(NCCCN1CCCC1)c1ccc2c(c1)N(Cc1ccccc1)CCS2 | ? | .
58 | CCN1C(=O)/C(=C\c2nc3ccccc3c(=O)n2-c2ccccc2)c2ccccc21 | ? | .
59 | COc1ccc(CCCc2nnc(SCC(=O)NN)o2)cc1 | 0.6% | 27.4
60 | O=C(Nc1cc(C(=O)N2CCN(c3ccccc3O)CC2)ccc1Cl)c1cccs1 | 0.6% | 5.2
61 | O=C(Nc1ccccc1N1CCOCC1)c1ccc(N2CCOCC2)c([N+](=O)[O-])c1 | -11.1% | 14.6
62 | CCCCOc1cccc(NC(=O)CSc2nncn2C)c1 | ? | .
63 | O=C(c1cc(-c2ccc(Br)cc2)on1)N1CCCCCC1 | ? | .
64 | O=C(Cc1nn[nH]n1)Nc1cc(Cl)cc(Cl)c1 | ? | .
65 | COc1ccc(NC(=O)C2=Cc3cccc(OC)c3OC2)cc1 | ? | .
66 | CN(C)S(=O)(=O)c1ccc(C(=O)NCCOc2ccccc2)cc1 | -16.1% | -3.6
67 | CCCCNC(=O)CCC(=O)Nc1ccc2nc(N3CCC(C)CC3)cc(C)c2c1 | ? | .
68 | O=C(Nc1cnc2sccn2c1=O)c1ccc(Cl)cc1Cl | i | 15.6
69 | CCOC(=O)c1ccc[n+](CC(=O)c2ccc(NC(=O)c3ccccc3)cc2)c1 | ? | .
70 | COc1ccc(-c2noc(N3CCC(C(=O)NCc4ccc(F)cc4)CC3)n2)cc1 | ? | .
71 | COc1ccc(C(=O)CCN2CCN(c3ccccc3OC)CC2)cc1 | ? | .
72 | O=C(OCC(=O)N1CCc2ccccc21)c1ccc([N+](=O)[O-])cc1 | ? | .
73 | C=CCn1c(Oc2cc(C)ccc2C)nc2c1c(=O)n(C)c(=O)n2C | i | 6.1
74 | Cc1cc(/C=C(/C#N)C(=O)Nc2ccc(Cl)cc2)c(C)n1-c1cccnc1 | 11.6% | -1.7
75 | C=CCOc1ccc(/C=C/C(=O)OCc2csc(CC(=O)Nc3ccccc3C)n2)cc1 | ? | .
76 | COc1ccccc1NC(=O)c1ccccc1S(=O)(=O)c1ccc([N+](=O)[O-])cc1 | ? | .
77 | COc1ccc(CNC(=O)CN(C)Cc2ccccc2F)cc1OC | ? | .
78 | C=CCNC(=O)c1ccccc1NC(=O)Cc1ccccc1[N+](=O)[O-] | 3.1% | 0.5
79 | CCc1ccc(C2=NN(C(C)=O)C(c3ccco3)C2)cc1 (centres undefined) | 15.5% | -11.0
80 | O=C(/C=C/c1ccco1)Nc1cccc2cccnc12 | ? | .
81 | Cn1cc(C(=O)N2CCN(c3ccccc3)CC2)c(=O)c2cc(S(=O)(=O)N3CCOCC3)ccc21 | i | -12.3
82 | COc1ccc(-c2csc3nc(C)n(-n4cccc4)c(=O)c23)cc1OC | ? | .
83 | CC(C)CC(NC(=O)C(NC(=O)OC(C)(C)C)C(C)C)C(=O)N1CCCC1C(N)=O (centres undefined) | -10.5% | 0.4
84 | CCCCC(c1nnnn1CC1CCCO1)N1CCN(Cc2ccccc2)CC1 (centres undefined) | 4.6% | -2.0
85 | CCOC(=O)c1cnc2ccc(Br)cc2c1NCCO | ? | .
86 | Cn1c(=O)c2ccccc2n(CC(=O)NC2CCCC2)c1=O | i | 21.2
87 | CC1CCCN(C(=O)COc2ccc(-c3ccccc3)cc2)C1 (centres undefined) | ? | .
88 | O=C(Nc1ccc2c(c1)OCO2)c1cc(-c2ccccc2Cl)on1 | -0.4% | -2.6
89 | COc1cc2c(cc1OC)C(c1ccccc1)N(C(=O)c1ccccc1)CC2 (centres undefined) | ? | .
90 | O=C(O)c1ccc(Nc2cnc3ccccc3n2)cc1 | ? | .
91 | COc1ccccc1C(O)Cc1nc2ccccc2n1C (centres undefined) | i | 16.2
92 | CCOC(=O)N1CCC(NC(=O)CCc2nc(-c3ccc(C)cc3)no2)CC1 | ? | .
93 | CCCCNC(=O)Nc1nnc(-c2ccccc2)o1 | ? | .
94 | Cc1ccc(OCC(=O)N/N=C/c2cn[nH]c2-c2ccc(Cl)c(Cl)c2)cc1 | ? | .
95 | CCN(CC(=O)Nc1ccc2c(c1)OCO2)CC(=O)Nc1ccccc1C(F)(F)F | ? | .
96 | Oc1ccccc1-c1nc(N2CCN(Cc3ccccc3)CC2)c2ccccc2n1 | ? | .
97 | NCCc1nnc(SCc2c(F)cccc2Cl)o1 | 12.2% | -14.3
98 | COc1ccc(C2CC(c3ccccc3)=NN2C(=O)CN2CCN(Cc3ccccc3)CC2)cc1 (centres undefined) | ? | .
99 | O=C(Cn1nc(-c2ccco2)ccc1=O)Nc1ccc(Br)cc1 | ? | .
100 | COc1cc(C2C3=C(CC(C)(C)CC3=O)N(C)C3=C2C(=O)CC(C)(C)C3)cc(Br)c1O | ? | .

# (next part)
no. | molecule | Lipid storage S3 | Lipid storage S3 cell count max
101 | O=C(O)CCN1C(=O)/C(=C2\C(=O)N(Cc3ccccc3Cl)c3ccccc32)SC1=S | ? | .
102 | COc1cccc(NC(=O)c2ccc(NC(=O)C(C)C)cc2)c1 | -3.8% | -7.1
103 | COc1ccc(NC(=O)C(C)SCc2ccccc2)cc1OC (centres undefined) | -0.5% | 0.8
104 | CCOC(=O)c1oc2ccccc2c1COC(=O)CNC(=O)c1ccccc1 | -1.4% | -8.1
105 | COc1ccc(-n2c(=S)[nH]c3cc(C(=O)NCc4ccccc4OC)ccc3c2=O)c(OC)c1 | ? | .
106 | C/C(=C\c1cccc(Cl)c1)C(=O)c1c(C)cc(C)[nH]c1=O | 9.3% | -3.3
107 | CC(NC(=O)[C@H](NC(=O)[C@@H]1Cc2ccccc2CN1)c1ccccc1)c1ccccc1 (some centres undefined) | ? | .
108 | Cc1ccc(CNC(=O)NC23CC4CC(CC(C4)C2)C3)cc1 | ? | .
109 | COc1ccccc1NC(=O)CN(c1ccccc1F)S(C)(=O)=O | i | -3.2
110 | COc1ccc(C(CNc2ccc(S(=O)(=O)N3CCN(C)CC3)cc2[N+](=O)[O-])N(C)C)cc1 (centres undefined) | ? | .
111 | O=C(O)CCC(=O)Nc1cc(C(F)(F)F)cc(C(F)(F)F)c1 | -2.4% | 12.0
112 | COc1ccccc1CC(=O)Nc1ccc2[nH]ncc2c1 | i | 30.4
113 | C=CCn1c(SCC(=O)Nc2ccc(O)cc2)nc2sc(CC)cc2c1=O | i | -8.5
114 | CCN(C(=O)COC(=O)/C=C/c1ccccc1)C1CCCCC1 | ? | .
115 | COc1cc(-c2nc3c(c(C)nn3-c3ccccc3)c3cc(OC)c(OC)cc23)ccc1O | ? | .
116 | Cc1noc2ncnc(SCc3ccc(C(F)(F)F)cc3)c12 | 7.6% | 10.2
117 | COc1ccc(N2CC(C(=O)Nc3ccc4c(c3)OCCO4)CC2=O)cc1 (centres undefined) | ? | .
118 | COc1ccc(-c2noc(CN3C(=O)c4ccccc4C3=O)n2)cc1 | ? | .
119 | Cc1cc(NC(=O)CCN2C(=O)/C(=C/c3ccccc3F)SC2=S)no1 | -3.4% | 16.6
120 | CC(=O)N1N=C(c2ccccc2)CC1c1cccs1 (centres undefined) | ? | .
